VHR inh abs – DUSP3 (human) phosphatase inhibition. inhibition, % at 13.3 µM. hit rate 0.52% among 290,000. AID 1654. P51452. recombinant VHR phosphatase, pNPP absorbance; in the data active = inhibition above about 50%; also: some compounds called inactive have numbers as strong as hits
Target sequence (P51452 whole entry, looked up): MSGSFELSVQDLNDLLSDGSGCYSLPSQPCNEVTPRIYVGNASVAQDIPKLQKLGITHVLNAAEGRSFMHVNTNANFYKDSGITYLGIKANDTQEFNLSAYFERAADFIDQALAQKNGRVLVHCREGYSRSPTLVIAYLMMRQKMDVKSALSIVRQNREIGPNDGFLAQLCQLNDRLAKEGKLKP
MazF activator – MazEF (E. coli) toxin RNase activation | P0AE70 | FAM/BHQ RNA-DNA oligo cleavage fluorescence, 5 h | activation, % at 20 µM | hit rate 0.32% among 350,000 | AID 504720; in the data active = activation above about 50%
Target sequence (P0AE70 whole entry, looked up): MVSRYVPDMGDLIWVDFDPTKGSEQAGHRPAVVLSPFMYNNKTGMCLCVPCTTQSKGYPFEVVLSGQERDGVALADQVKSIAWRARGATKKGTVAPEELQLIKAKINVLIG
PriA SSB inh – K. pneumoniae PriA-SSBct interaction inhibition; hit rate 0.6% among 430,000; inhibition, % at 33 µM; AlphaScreen SSBct-PriA binding, biotinylated peptide; AID 1272365; in the data active = inhibition mostly above about 37%, no sharp cut-off; inactive = mostly below about 20%;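 also: plate controls were negative control peptide for no effect and reference peptide for full effect; strong numbers were not always called active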
Vc quorum ag – inducers of Vibrio cholerae quorum light production without autoinducers. activation, % at 18.7 µM. hit rate 0.16% among 350,000. V. cholerae BH1578 lux reporter, luminescence, 6 h; in the data active = activation mostly above about 9.7%, no sharp cut-off; also: not every result past the cut was called active; inactives centre near 0; reference of the scale not given here
3CLpro inhibitor – SARS-CoV 3CLpro protease inhibition | P0C6X7 | recombinant SARS-CoV 3CLpro, quenched FRET peptide cleavage | inhibition, % at 6 µM | hit rate 0.14% among 290,000 | AID 1706; in the data active = inhibition above about 12%
Rv3671c protease – inhibitors of M. tuberculosis serine protease Rv3671c | inhibition, % at 5.96 µM | P9WHR9 | hit rate 0.048% among 320,000; in the data active = inhibition above about 38%;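 also: extracellular domain of Rv3671c used as enzyme; 0% = enzyme with DMSO and 100% = no enzyme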
Mtb BioA inh – inhibitors of Mycobacterium tuberculosis BioA enzyme; purified M. tuberculosis BioA enzyme, plate reader; inhibition, % at 9.99 µM; hit rate 0.096% among 360,000; in the data active = inhibition above about 40%
Mtb FBA inh – inhibitors of M. tuberculosis fructose-bisphosphate aldolase; P9WQA3; inhibition, % at 1 µM; AID 588726; hit rate 2.3% among 360,000; purified M. tuberculosis FBA, fluorescence read-out; in the data active = inhibition above about 27%;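 also: 0% = vehicle and 100% = reference inhibitor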
Target sequence (P9WQA3 whole entry, looked up): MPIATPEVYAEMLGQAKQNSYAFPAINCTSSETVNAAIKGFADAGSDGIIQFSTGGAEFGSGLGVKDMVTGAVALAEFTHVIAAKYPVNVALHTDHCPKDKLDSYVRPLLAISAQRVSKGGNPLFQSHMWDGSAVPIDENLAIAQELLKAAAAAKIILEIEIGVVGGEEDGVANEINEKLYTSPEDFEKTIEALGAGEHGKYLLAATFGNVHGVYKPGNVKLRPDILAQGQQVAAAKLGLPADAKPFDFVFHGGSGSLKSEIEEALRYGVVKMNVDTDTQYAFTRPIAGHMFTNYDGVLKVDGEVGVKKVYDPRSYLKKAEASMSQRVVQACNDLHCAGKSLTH
GDH-TPI counter – inhibits GDH-TPI coupling enzymes, artifact for Mtb FBA screen. inhibition, % at 4.8 µM. hit rate 1.2% among 360,000. GDH-TPI coupled enzyme counterscreen, NADH absorbance; in the data active = inhibition above about 30%;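 also: 0% = DMSO wells and 100% = wells lacking the enzyme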
UGM FP inh – Mtb UDP-galactopyranose mutase inhibition. P9WIQ1. purified UGM, fluorescence polarization probe displacement. inhibition, % at 10 µM. hit rate 0.06% among 320,000. AID 504406; in the data active = inhibition above about 10%, passing the limit was not always enough
Target sequence (P9WIQ1 whole entry, looked up): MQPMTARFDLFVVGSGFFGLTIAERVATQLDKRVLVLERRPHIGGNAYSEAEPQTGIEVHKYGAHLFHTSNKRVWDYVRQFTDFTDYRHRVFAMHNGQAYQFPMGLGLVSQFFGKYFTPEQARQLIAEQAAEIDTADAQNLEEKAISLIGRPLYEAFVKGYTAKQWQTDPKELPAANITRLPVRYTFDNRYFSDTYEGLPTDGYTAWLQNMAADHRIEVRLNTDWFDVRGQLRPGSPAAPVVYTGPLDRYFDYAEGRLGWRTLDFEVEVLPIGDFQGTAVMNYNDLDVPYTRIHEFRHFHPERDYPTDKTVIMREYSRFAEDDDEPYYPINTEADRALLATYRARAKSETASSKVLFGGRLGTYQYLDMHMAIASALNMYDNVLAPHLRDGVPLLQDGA
An asterisk follows results filed as active; i = inactive; x = no result given; & = joins results of further samples. Not all compounds are listed; the hit share may differ from the screen's.

Start of the listing, in advance, 4 compounds:
1	Cc1ccccc1C(=O)NNC(=O)CSc1nnc(-c2ccncc2)n1-c1ccccc1
2	CCn1nc(C)c(CN2CCCC(CO)(Cc3ccccc3)C2)c1C (centres undefined)
3	O=C(NC1CCN(Cc2ccc(F)cc2)CC1)c1ccccc1
4	Cc1sc(NC(=O)/C=C/c2ccco2)c(C(=O)O)c1C

Assay by compound	1	2	3	4
VHR inh abs	-5	31	-6	-13
MazF activator	6	2	9	-6
PriA SSB inh	-7	5	-8	-4
Vc quorum ag	-0.3	i	0.6	-0.2
3CLpro inhibitor	-1	4	6	3
Rv3671c protease	-13	3	6	6
Mtb BioA inh	x	x	-1.3	-0.6
Mtb FBA inh	2	6	2	-7
GDH-TPI counter	-6	2	0	30
UGM FP inh	8.0	2.6	5.8	1.5

The list itself (from the top)
1	Cc1ccccc1C(=O)NNC(=O)CSc1nnc(-c2ccncc2)n1-c1ccccc1
2	CCn1nc(C)c(CN2CCCC(CO)(Cc3ccccc3)C2)c1C (centres undefined)
3	O=C(NC1CCN(Cc2ccc(F)cc2)CC1)c1ccccc1
4	Cc1sc(NC(=O)/C=C/c2ccco2)c(C(=O)O)c1C
5	COc1ccc(N(CC(=O)N2CCN(c3ccccc3)CC2)S(=O)(=O)c2c(C)noc2C)cc1
6	O=S(=O)(NC(=NCc1ccccc1)c1ccccc1)c1ccc(Br)cc1
7	Cc1ccc(CC2CC(=O)N(c3ccc(Cl)cn3)C2=O)cc1 (centres undefined)
8	Cc1ccccc1Cn1c(C(C)O)nc2ccccc21 (centres undefined)

Assay by compound	1	2	3	4	5	6	7	8
VHR inh abs	-5	31	-6	-13	5	24	-15	26
MazF activator	6	2	9	-6	-3	-2	-5	8
PriA SSB inh	-7	5	-8	-4	-8	-10	-19	-4
Vc quorum ag	-0.3	i	0.6	-0.2	0.6	7.9	x	1.2
3CLpro inhibitor	-1	4	6	3	2	2	-2	-2
Rv3671c protease	-13	3	6	6	11	-4	3	5
Mtb BioA inh	x	x	-1.3	-0.6	1.3	2.7	-0.6	x
Mtb FBA inh	2	6	2	-7	0	-2	-2	4
GDH-TPI counter	-6	2	0	30	5	-2	4	-8
UGM FP inh	8.0	2.6	5.8	1.5	1.4	0.0	0.0	-1.5

9	COc1cc(OC)cc(C(=O)NC(C)CNc2ccc(Cl)cc2[N+](=O)[O-])c1 (centres undefined)
10	O=C(COc1ccc2c3c(c(=O)oc2c1)CCC3)N1CCCC1
11	CCOc1ccc(N=Nc2cc(C(C)C)ccc2O)cc1
12	Cc1nc2ccccc2c(=O)n1NC(=O)c1ccc(Cl)c(Cl)c1
13	Cc1cc(C)n2c(SCC(=O)NC3CCCCC3)nnc2n1
14	CC(NC(=O)c1ccc2c(c1)S(=O)(=O)N=C1CCCCCN12)c1ccc(S(N)(=O)=O)cc1 (centres undefined)
15	CN(CCCS(=O)(=O)[O-])c1ccc(/C=C/c2ccc3ccccc3[n+]2C)cc1
16	O=C(Nc1ccccc1Cl)c1cc(S(=O)(=O)N2CCCCC2)ccc1N1CCOCC1

Assay by compound	9	10	11	12	13	14	15	16
VHR inh abs	-8	-4	-11	2	21	5	16	10
MazF activator	3	-8	-10	3	4	2	-5	-8
PriA SSB inh	18	6	19	-1	-12	-5	8	-4
Vc quorum ag	i	-0.4	-0.3	328*	0.0	-1.6	i	-0.2
3CLpro inhibitor	3	1	0	-5	-5	-3	2	6
Rv3671c protease	0	-7	4	2	3	-8	x	1
Mtb BioA inh	0.8	0.3	0.6	-0.5	x	-1.0	-0.7	-0.6
Mtb FBA inh	-4	26	0	5	1	-1	-1	0
GDH-TPI counter	-3	5	5	-3	-3	-2	-1	8
UGM FP inh	-1.8	2.0	-1.4	3.1	-1.2	2.1	5.0	-0.3

17	Cc1nc2c(OCc3cccc(Cl)c3)cccn2c1N(C)Cc1cccs1
18	CN(CC(=O)Nc1cccc(S(=O)(=O)NC2=NCCC2)c1)Cc1cccc(F)c1
19	CC(C)CNC(=S)N(CCN(C)C)Cc1cc2cc3c(cc2[nH]c1=O)OCCO3
20	COc1ccccc1NC(=O)CN1CCN(CC(=O)Nc2ccc(F)cc2)CC1
21	Cc1noc(C)c1CCC(=O)Nc1c(C(C)C)cccc1C(C)C
22	Cc1cc(C)c(S(=O)(=O)N2CCOC2CNC(=O)C(=O)NCc2ccncc2)c(C)c1 (centres undefined)
23	CC(C)CCNC(=O)Cn1c(=O)oc2cc(S(=O)(=O)N3CC(C)CC(C)C3)ccc21 (centres undefined)
24	N=c1c2c(n(Cc3ccc(F)cc3)c3c1CCC3)CCCC2

Assay by compound	17	18	19	20	21	22	23	24
VHR inh abs	x	x	40	40	x	5	-13	12
MazF activator	x	-1	13	2	3	1	-3	7
PriA SSB inh	x	-15	-28	-2	5	1	-1	-29
Vc quorum ag	-0.5	-0.6	-0.4	-0.3	-1.8	0.5	x	0.1
3CLpro inhibitor	x	x	9	-7	x	-6	0	7
Rv3671c protease	x	-2	-6	0	2	-4	-6	5
Mtb BioA inh	-2.1	0.2	-2.2	1.0	-2.4	-2.3	0.9	x
Mtb FBA inh	4	2	27*	1	2	4	0	2
GDH-TPI counter	16	-2	15	-1	15	11	13	-4
UGM FP inh	x	2.5	1.1	2.5	-1.4	-3.0	1.9	1.8

25	C=CCN(C(=O)c1ccc(Cl)cc1)c1ccccc1C(=O)NCC(=O)O
26	COC(=O)CCC(=O)COc1ccc(OC)cc1C#N
27	COc1cccc(C(=O)N2CCN(Cc3ccc4c(c3)OCO4)CC2)c1OC
28	O=C(c1ccccc1)C1Oc2ccccc2C2CC(c3cccs3)=NN12 (centres undefined)
29	CN(C)CCCNC(=O)c1ccc2[nH]c3ccccc3c2c1
30	CSCCC(=O)N(C)CC1CCCN(CCc2cccc(C(F)(F)F)c2)C1 (centres undefined)
31	COc1ccc(/C=C2\Oc3cc(OC(=O)N4CCOCC4)ccc3C2=O)c(OC)c1
32	CCCCn1c(N)c(N(CC)C(=O)c2ccccc2F)c(=O)[nH]c1=O

Assay by compound	25	26	27	28	29	30	31	32
VHR inh abs	6	16	7	-10	14	-2	17	2
MazF activator	-3	8	2	1	11	5	-126	9
PriA SSB inh	0	7	5	-4	-5	7	0	-12
Vc quorum ag	-0.5	i	i	-0.3	-0.4	-0.7	-0.9	i
3CLpro inhibitor	5	4	-8	2	3	-2	2	0
Rv3671c protease	14	-3	-4	-2	10	-3	-7	5
Mtb BioA inh	0.8	-0.6	1.6	-1.2	1.1	-0.1	-3.2	-0.2
Mtb FBA inh	1	-1	-9	4	35*	-1	-4	-6
GDH-TPI counter	0	-6	10	0	11	-4	31*	0
UGM FP inh	1.0	0.5	-0.2	-2.1	-1.3	0.3	3.5	-2.9

Another view of 2 compounds above:
Screens in order: VHR inh abs | MazF activator | PriA SSB inh | Vc quorum ag | 3CLpro inhibitor | Rv3671c protease | Mtb BioA inh | Mtb FBA inh | GDH-TPI counter | UGM FP inh
32	CCCCn1c(N)c(N(CC)C(=O)c2ccccc2F)c(=O)[nH]c1=O
  2 | 9 | -12 | i | 0 | 5 | -0.2 | -6 | 0 | -2.9
30	CSCCC(=O)N(C)CC1CCCN(CCc2cccc(C(F)(F)F)c2)C1 (centres undefined)
  -2 | 5 | 7 | -0.7 | -2 | -3 | -0.1 | -1 | -4 | 0.3

Carrying on.
33	CCOC(=O)N1CCN(c2ncnc3scc(-c4ccc(Cl)cc4)c23)CC1
34	CC(OC(=O)CN1C(=O)C2CCCCC2C1=O)C(=O)Nc1ncc(Cl)cc1Cl (centres undefined)
35	CCOc1ccc(NC(=O)CCC(=O)O)cc1
36	CCCCN(C)S(=O)(=O)c1ccc(C(=O)Nc2nnc(-c3cccs3)o2)cc1
37	Cc1nc([N+](=O)[O-])c(SCC(N)=O)n1Cc1ccccc1
38	Cc1nn2c(=O)cc(COC(=O)c3c(F)cccc3Cl)nc2s1
39	CCc1nc2c(OCc3ccc(F)cc3)cccn2c1N(C)C(=O)C(C)C
40	Nc1ccc(CCS(N)(=O)=O)cc1

Assay by compound	33	34	35	36	37	38	39	40
VHR inh abs	2	26	30	13	18	x	x	28
MazF activator	-8	1	6	x	-3	2	x	3
PriA SSB inh	2	-27	-3&-6	x	-20	-10	x	0
Vc quorum ag	i	-0.2	-11	x	-0.3	i	-0.6	-0.9
3CLpro inhibitor	-1	-2	4	5	3	x	x	-2
Rv3671c protease	-10	-5	-2	-19	-2	2	x	-2
Mtb BioA inh	2.0	x	-1.7	x	x	0.9	2.4	-1.7
Mtb FBA inh	3	0	0	x	2	5	-2	1
GDH-TPI counter	-1	-2	-3	x	-6	7	7	-3
UGM FP inh	-1.5	-2.2	-1.5	1.1	1.0	x	x	3.2

41	CCOc1ccc(-n2c(-c3ccco3)nc3c(cnn3-c3ccc(C)cc3)c2=O)cc1
42	Cc1ccc(NC(=O)CNc2cccc(S(=O)(=O)N3CCCC3)c2)cc1F
43	CC(C)(C)C1CCc2c(sc3nc(SCC(N)=O)nc(N)c23)C1 (centres undefined)
44	O=C(NCCCN1CCCC1=O)c1ccc2c(=O)n(Cc3ccco3)c(=S)[nH]c2c1
45	CC1CCC2(CC1)NC(=O)c1ccccc1O2 (centres undefined)
46	CC(C)c1ccc(OCC(=O)Nc2ccc3oc(=O)ccc3c2)cc1
47	CC1CCCN(C(=O)CSc2ncccn2)C1 (centres undefined)
48	O=C(Nc1nccs1)c1ccc(-c2ccccc2Cl)o1

Assay by compound	41	42	43	44	45	46	47	48
VHR inh abs	8	x	4	4	22	13	31	-8
MazF activator	-7	1	-1	10	4	10	15	9
PriA SSB inh	-11	-16	1	-10	-2	-3	-8	-6&0
Vc quorum ag	0.7	-6.2	i	1.7	-0.6	-0.1	-0.5	5.4
3CLpro inhibitor	0	x	6	-5	1	-1	4	7
Rv3671c protease	-3	-15	1	-24	3	-4	4	-152
Mtb BioA inh	1.3	3.3	7.8	-1.2	0.1	4.7	0.2	x
Mtb FBA inh	0	-3	0	0	-1	2	-1	-1
GDH-TPI counter	9	-1	6	6	-1	0	5	18
UGM FP inh	-1.4	-0.1	-0.3	1.0	1.8	-1.3	-1.6	1.8

49	O=C(NCC1CCOCC1)c1ccc(OC2CCN(Cc3ccccn3)CC2)cc1
50	Cc1ccc(NC(=O)CC2OC(=O)c3ccccc32)cc1S(=O)(=O)N1CCCCCC1 (centres undefined)
51	Cc1ccc(OCc2ccc([N+](=O)[O-])cc2)c([N+](=O)[O-])n1
52	CCCc1[nH]nc2c1C(CCC)C(C#N)=C(N)O2 (centres undefined)
53	CC1CC(C)CN(S(=O)(=O)N2CCCC(C(=O)NCc3ccccc3Cl)C2)C1 (centres undefined)
54	COc1ccc(C)cc1NC(=O)COC(=O)c1ccc([N+](=O)[O-])o1
55	CCS(=O)(=O)N1CCN(c2ncnc3sc(C)c(C)c23)CC1
56	CCCCNC(=O)NS(=O)(=O)c1ccc(C)cc1

Assay by compound	49	50	51	52	53	54	55	56
VHR inh abs	30	x	10	6	-2	7	10	-3
MazF activator	0	-7	3	8	-4	-12	3	5
PriA SSB inh	-11	-11	-20	2	-9	1	-9	-4
Vc quorum ag	-0.3	i	2.2	i	-0.4	i	0.7	i
3CLpro inhibitor	-3	x	1	2	0	-2	2	4
Rv3671c protease	4	-5	-5	-8	11	-14	-1	3
Mtb BioA inh	-1.2	-0.9	-1.5	3.6	-2.3	x	2.5	0.3
Mtb FBA inh	0	-2	0	4	5	3	-4	-1
GDH-TPI counter	4	2	-4	3	7	2	3	-9
UGM FP inh	1.0	2.5	0.0	3.6	0.7	-1.3	3.5	2.4

57	O=C(N1CCOCC1)N1c2ccccc2Sc2ccccc21
58	CCCCN(C(=O)c1ccc2c(c1)S(=O)(=O)N=C1CCCCCN12)c1c(N)n(CC(C)C)c(=O)[nH]c1=O
59	CC(C)(C)c1nnc(NC(=O)Cc2ccc(Br)cc2)s1
60	CCOC(=O)N1CCC(N2Cc3cccc(C(=O)Nc4ccc(CC)cc4)c3C2=O)CC1

Assay by compound	57	58	59	60
VHR inh abs	25	x	1	2
MazF activator	-2	9	5	3
PriA SSB inh	0	2	-15	-3
Vc quorum ag	-0.4	2.6	-0.3	i
3CLpro inhibitor	-1	x	2	1
Rv3671c protease	3	x	-6	5
Mtb BioA inh	1.2	-0.4	-1.2	x
Mtb FBA inh	3	-4	0	0
GDH-TPI counter	4	7	8	8
UGM FP inh	1.7	x	1.8	-3.2

Screening results (PubChem BioAssay)
